From PubChem BioAssay
tuberculosis growth: growth inhibition of non-replicating M. tuberculosis (AID 488890) | Mycobacterium tuberculosis non-replicating, growth inhibition; higher % means a stronger effect | inhibition, % at 25 µM; hits with a dose series show IC50 in µM | 320,000 compounds, 0.39% hits; in the data active means a potency from the dose series; inconclusive means inhibition mostly from about 82% at the one dose, without a potency; inactive means the rest, 99 in 100 with inhibition below about 76%;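 further: plate controls were DMSO cells for no effect and high antibiotic wells for full effect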
H1N1 NS1A inhibition: H1N1 influenza NS1A inhibitors, functional cell based assay (AID 504329) | inhibition, % at 12.5 µM; hits with a dose series show IC50 in µM | 340,000 compounds, 0.3% hits | NS1A functional cell-based assay, percent inhibition; higher % means a stronger effect; in the data active means a potency from the dose series; inconclusive means inhibition above about 27% without an active follow-up result; further: strong numbers were not always called active
PhoP GFP inhibition: PhoP regulon inhibitors, Salmonella typhi PhoP promoter GFP reporter, confirmatory (AID 1850); Salmonella Typhi PhoP-promoter GFP reporter, fluorescence, 4 h; higher % means a stronger effect; inhibition, % at 50 µM; hits with a dose series show IC50 in µM; 310,000 compounds, 0.33% hits; in the data active means a potency from the dose series; inconclusive means inhibition mostly from about 25% at the one dose, without a potency; inactive means the rest, 99 in 100 with inhibition below about 19%;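 further: 0% = induced wells with vehicle and 100% = uninduced wells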
H37Rv inhibition: M. tuberculosis growth inhibition, HTS (AID 449762). one-dose inhibition, % at 25 µM; IC50 in µM for titrated hits. M. tuberculosis H37Rv growth inhibition, 7H9 media; higher % means a stronger effect. 330,000 compounds, 0.59% hits; in the data active means a potency from the dose series; inconclusive means inhibition above about 70% without an active follow-up result;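 further: bacterial growth assessed after seven days of incubation; strong numbers were not always called active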
inhibitors of VEEV: inhibitors of VEEV TC-83 cytopathic effect, confirmation, Vero cells (AID 588727); 350,000 compounds, 0.13% hits; Vero cells, VEEV TC-83 cytopathic effect inhibition; higher % means a stronger effect; inhibition, % at 20 µM, or IC50 in µM where a hit was titrated; in the data active means a potency from the dose series; inconclusive means inhibition mostly from about 14% at the one dose, without a potency; inactive means the rest, 99 in 100 with inhibition below about 12%; further: strong numbers were not always called active
inhibitors of VEEV 10K pilot screen: also measured in inhibitors of VEEV; calls as there; inhibition, %; measured here: 10K pilot screen inhibition
An asterisk follows results filed as active; i = inactive; ? = inconclusive; nt = no result given. No enrichment for hits. Share with any hit: about 1.5%.

SMILES	tuberculosis growth	H1N1 NS1A inhibition	PhoP GFP inhibition	H37Rv inhibition	inhibitors of VEEV	others
CCOC(=O)c1oc2cc(O)cc(C)c2c(=O)c1-c1cscn1	-5%	-5%	17%	-7%	i
COc1ccc(N2CCN(S(=O)(=O)c3ccc(-n4cnnn4)c(C)c3)CC2)cc1	12%	-4%	-6%	1%	1.2%
CCOC(=O)c1ccc(NS(=O)(=O)c2ccc3[nH]c(=O)[nH]c3c2)cc1	21%	-6%	5%	-2%	4.7%
Cc1oc(-c2ccccc2)cc1C(=O)Nc1ccccc1	9%	4%	1%	5%	1.7%
CC1Sc2ccc(S(=O)(=O)CCC(=O)NCc3cccs3)cc2NC1=O (stereo unspecified)	18%	-5%	7%	5%	3.6%
CCn1c(SCC(=O)Nc2nncs2)nnc1C(C)NC(=O)c1ccccc1Br (stereo unspecified)	-2%	10%	-10%	0%	1.9%
CCOC(=O)N1CCN(C(=O)c2ccc(NS(=O)(=O)c3ccc(F)cc3)cc2)CC1	-2%	-14%	6%	-3%	1.4%
COc1cccc(/C=C/C(=O)OCC(=O)NCCNC(=O)COC(=O)/C=C/c2cccc(OC)c2)c1	-7%	-2%	nt	1%	i
COc1cccc(C(=O)N2CCN(Cc3nc(CC4CC4)no3)CC2)c1	-9%	3%	5%	2%	i
C(=C\c1ccco1)/c1ccc2ccccc2n1	22%	nt	22%	5%	i
O=c1c2cc(NC(=S)NCc3cccnc3)ccc2nc2n1CCCCC2	30%	10%	-5%	33%	0.2%
Cc1cc(NC(=O)CN2CCOCC2)n(-c2nc3ccccc3s2)n1	75%	nt	-1%	33%	nt
COc1cc2cc(CCOC(=O)CCCC(=O)O)oc(=O)c2cc1OC	-2%	1%	nt	-9%	0.6%
CC(=O)c1cccc(NC(=O)CN2CCc3cc4c(cc3C2)OCCCO4)c1	21%	9%	19%	-2%	0.8%
CCOC(=O)C(C(=O)Nc1nccs1)C1CCCCC1 (stereo unspecified)	22%	3%	-11%	-5%	i
CCN(CC)S(=O)(=O)c1cccc(NC(=O)CN(C)Cc2cccc(OC)c2)c1	45%	-7%	5%	1%	i
O=C(CNC(=O)c1ccccc1)NCCc1nc2ccccc2[nH]1	-13%	2%	-3%	2%	1.6%
Cc1cccc(N=C2NC(=O)CS2)c1	21%	-3%	-2%	2%	1.9%
CCc1ccc(N2CC(O)=C(c3nc4ccccc4c(=O)[nH]3)C2=N)cc1	-9%	2%	-1%	-6%	1.7%
NC(=O)c1ccc(Oc2ccc(Cl)c3ccccc23)c([N+](=O)[O-])c1	-2%	6%	-9%	10%	2.6%
CC(O)(CC(=O)O)CC(=O)O	-7%	nt	10%	-3%	nt
CCOC(=O)Cn1c(C(=O)OCC)cc2sccc21	26%	3%	-3%	7%	1.4%
CCC1Oc2ccccc2N(CC(=O)NCCCN2CCN(CC)CC2)C1=O (stereo unspecified)	-4%	-3%	4%	-8%	3.8%
Cc1nc2ccc(S(=O)(=O)NC(C(=O)NCc3ccco3)C(C)C)cc2s1 (stereo unspecified)	7%	1%	-12%	-9%	i
O=C(Nc1ccc(Cl)cc1Cl)Nn1cnnc1	9%	-2%	6%	-5%	3.0%
Cc1cccc(C(=O)Nc2scc(-c3ccc(Br)cc3)c2C(=O)O)c1	69%	-14%	-4%	2%	2.2%
COC(=O)c1sc(S(=O)(=O)N2CCN(c3ccccc3)CC2)c(C(=O)OC)c1C	8%	-4%	8%	0%	i
COc1cccc2cc(-c3nnc(SCC(=O)Nc4nc(C)cs4)n3C)oc12	8%	8%	-12%	8%	6.5%
CN(C)C(=O)C1OC(C)(C)OC1C(=O)N(C)C (stereo unspecified)	-9%	-8%	0%	3%	0.5%
Cc1cc(NC(=O)COC(=O)c2ccc(S(=O)(=O)N3CCCc4ccccc43)cc2)no1	39%	-5%	-7%	0%	7.2%

Overlap with the part before: two compounds, followed by the next part.
SMILES	tuberculosis growth	H1N1 NS1A inhibition	PhoP GFP inhibition	H37Rv inhibition	inhibitors of VEEV	others
CN(C)C(=O)C1OC(C)(C)OC1C(=O)N(C)C (stereo unspecified)	-9%	-8%	0%	3%	0.5%
Cc1cc(NC(=O)COC(=O)c2ccc(S(=O)(=O)N3CCCc4ccccc43)cc2)no1	39%	-5%	-7%	0%	7.2%
CCc1cc(=O)oc2c(C)c(OCC(=O)NCCCN3CCCC3=O)ccc12	-1%	10%	-1%	4%	i
Cc1sc2ncnc(OCC(=O)N3CC(=O)Nc4ccccc43)c2c1C	-2%	-2%	9%	1%	0.9%
O=S(=O)(c1ccccc1)N(CC(O)CN1CCCCC1)c1ccccc1 (stereo unspecified)	25%	-4%	-8%	2%	1.2%
O=C(O)C(c1ccccc1)N1CCCC1 (stereo unspecified)	-8%	4%	4%	-1%	1.3%
Cn1c2ccccc2c(=O)c2c(=O)n(C3CCCCC3)c(-c3cccs3)nc21	-1%	1%	-8%	0%	i
CC1CCN(CCNC(=O)CCS(=O)(=O)c2ccc(Br)cc2)CC1	18%	6%	5%	2%	i
CCOC(=O)C1=C(C)OC2(O)c3ccccc3C(=O)C12O (stereo unspecified)	4%	nt	6%	2%	0.8%
O=S(=O)(/N=C(/Nc1ccccn1)c1ccccc1)c1ccc(F)cc1	-8%	-4%	1%	0%	0.2%
Oc1ccc(/C=N/NP(=S)(c2ccccc2)c2ccccc2)cc1O	-13%	2%	0%	3%	1.3%
Cc1cccc(/C(N)=N/OC(=O)c2ccc3c(c2)OCO3)c1	39%	-3%	-3%	-2%	1.4%
COc1ccc(Cl)cc1C=CC=NNS(=O)(=O)c1ccc(C)cc1	nt	2%	nt	nt	21%
CCCNC(=O)C1CCN(S(=O)(=O)c2c(C)noc2/C=C\c2ccc(OC)cc2)CC1	6%	-5%	-1%	-8%	0.0%
CCOCCCNC(=O)CN1CCN(S(=O)(=O)c2ccc3c(c2)CCC3)CC1	10%	-10%	nt	-3%	0.9%
O=C(CN1CCOCC1)c1ccc(Br)cc1	62%	-18%	-4%	-6%	i
Cc1ccc(/C=C(\C#N)c2nn(-c3ccccc3)c(N)c2C#N)cc1	29%	2%	-5%	-7%	8.5%
Fc1cc(F)c(C2SCCN2C(=S)Nc2cccc(C(F)(F)F)c2)c(F)c1 (stereo unspecified)	16%	10%	-8%	3%	3.9%
COc1ccc(Br)cc1/C=C/C(=O)OCC(=O)NCCc1ccc(S(N)(=O)=O)cc1	16%	0%	nt	2%	0.1%
CCOC(=O)c1c(NC(=O)c2cccs2)sc2c1CCN(C(=O)OCC)C2	-6%	1%	-4%	?	9.3%
Cc1cccc(-n2c(-c3csc(C(C)C)c3)n[nH]c2=S)c1	-9%	-5%	-7%	1%	3.0%
COc1ccc(CN2CC(C(=O)NCCc3ccc(C)cc3)CC2=O)cc1 (stereo unspecified)	nt	-1%	4%	nt	i	inhibitors of VEEV 10K pilot screen=1.2
CC(=O)NC(CCS(C)(=O)=O)C(=O)Nc1nc(C)cs1 (stereo unspecified)	-4%	4%	-2%	3%	1.4%
COc1ccc(/C=C/C(=O)NCc2c(C)nn(C)c2C)cc1COc1ccc(Br)cc1	20%	0%	6%	9%	2.9%
O=C(Nc1ccc(N2C(=O)C3C4C=CC(C4)C3C2=O)cc1)Nc1cccnc1 (stereo unspecified)	-4%	1%	5%	-1%	1.0%
O=C(O)c1ccccc1C(=O)c1ccc(Br)s1	6%	6%	-13%	-6%	1.8%
CCCCn1c(N)c(N(CCOC)C(=O)c2cc(S(=O)(=O)N3CCCCC3)ccc2C)c(=O)[nH]c1=O	18%	-4%	11%	1%	1.6%
O=C(O)c1ccccc1COc1ccccc1Cl	25%	-2%	-3%	3%	0.6%
CCC1SC2=NC(C)=C(C(=O)OC)C(c3ccc(C(=O)OC)cc3)N2C1=O (stereo unspecified)	-8%	11%	15%	-11%	0.5%
CCOC(=O)[C@@H]1[C@H]2COc3cc(OC)ccc3[C@@H]2N2C(=O)N(c3ccccc3)C(=O)[C@@]12C	-2%	-7%	nt	2%	2.4%
O=C(CSc1nnc(-c2ccncc2)o1)NCc1ccccc1Cl	-18%	5%	-5%	1%	i
COc1cc(C)nc(-c2csc(C)n2)n1	34%	2%	7%	0%	1.0%
Nc1ccccc1OCP(=O)(c1ccccc1)c1ccccc1	-3%	-8%	-1%	3%	i
CC(=O)Nc1ccc(S(=O)(=O)N2C3CCCC2CC(NC(=O)C2CCCCC2)C3)cc1 (stereo unspecified)	1%	-1%	4%	-9%	1.3%
Nc1c(Br)cc(Br)c(N2CCCC2=O)c1Br	2%	-17%	-24%	-4%	2.9%
CCCn1c(SCC(=O)NCc2ccc(Cl)cc2)n[nH]c1=O	-18%	6%	1%	-8%	0.7%
CC(=O)NCCCc1nc2ccccc2n1Cc1ccccc1C	4%	-1%	4%	4%	5.5%
CC(=O)Nc1ccc(Oc2ccccc2)cc1	15%	-6%	11%	58%	1.4%
O=C(Nc1oc2ccccc2c(=O)c1-c1ccc(Br)cc1)c1ccco1	52%	15%	4%	11%	2.8%
COc1ccc(C(=O)COC(=O)[C@@H](NS(=O)(=O)c2ccccc2)C(C)C)cc1	27%	-1%	nt	9%	0.2%

Filtered by structure: the entries above with two or more sulfur atoms.
SMILES	tuberculosis growth	H1N1 NS1A inhibition	PhoP GFP inhibition	H37Rv inhibition	inhibitors of VEEV	others
CC1Sc2ccc(S(=O)(=O)CCC(=O)NCc3cccs3)cc2NC1=O (stereo unspecified)	18%	-5%	7%	5%	3.6%
CCn1c(SCC(=O)Nc2nncs2)nnc1C(C)NC(=O)c1ccccc1Br (stereo unspecified)	-2%	10%	-10%	0%	1.9%
Cc1nc2ccc(S(=O)(=O)NC(C(=O)NCc3ccco3)C(C)C)cc2s1 (stereo unspecified)	7%	1%	-12%	-9%	i
COC(=O)c1sc(S(=O)(=O)N2CCN(c3ccccc3)CC2)c(C(=O)OC)c1C	8%	-4%	8%	0%	i
COc1cccc2cc(-c3nnc(SCC(=O)Nc4nc(C)cs4)n3C)oc12	8%	8%	-12%	8%	6.5%
Fc1cc(F)c(C2SCCN2C(=S)Nc2cccc(C(F)(F)F)c2)c(F)c1 (stereo unspecified)	16%	10%	-8%	3%	3.9%
CCOC(=O)c1c(NC(=O)c2cccs2)sc2c1CCN(C(=O)OCC)C2	-6%	1%	-4%	?	9.3%
Cc1cccc(-n2c(-c3csc(C(C)C)c3)n[nH]c2=S)c1	-9%	-5%	-7%	1%	3.0%
CC(=O)NC(CCS(C)(=O)=O)C(=O)Nc1nc(C)cs1 (stereo unspecified)	-4%	4%	-2%	3%	1.4%
